Bioassay records (PubChem BioAssay)
H37Rv inhibition – M. tuberculosis growth inhibition, HTS (AID 449762); M. tuberculosis H37Rv growth inhibition, 7H9 media; higher % means a stronger effect; one-dose inhibition, % at 25 µM; IC50 in µM for titrated hits; 0.59% of 330,000 active; in the data active means a potency from the dose series; inconclusive means inhibition above about 70% without an active follow-up result;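 further: bacterial growth assessed after seven days of incubation; strong numbers were not always called active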
H1N1 NS1A inhibition – H1N1 influenza NS1A inhibitors, functional cell based assay (AID 504329). NS1A functional cell-based assay, percent inhibition; higher % means a stronger effect. inhibition, % at 12.5 µM, or IC50 in µM where a hit was titrated. 0.3% of 340,000 active; in the data active means a potency from the dose series; inconclusive means inhibition above about 27% without an active follow-up result; further: strong numbers were not always called active
PhoP GFP inhibition – Inhibition of PhoP regulon, Salmonella typhi GFP reporter cells, confirmation, 4 h (AID 1850); Salmonella Typhi PhoP-promoter GFP reporter, fluorescence, 4 h; higher % means a stronger effect; one-dose inhibition, % at 50 µM; IC50 in µM for titrated hits; 0.33% of 310,000 active; in the data active means a potency from the dose series; inconclusive means inhibition mostly from about 25% at the one dose, without a potency; inactive means the rest, 99 in 100 with inhibition below about 19%;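 further: 0% = induced wells with vehicle and 100% = uninduced wells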
tuberculosis growth – growth inhibition of non-replicating M. tuberculosis (AID 488890). Mycobacterium tuberculosis non-replicating, growth inhibition; higher % means a stronger effect. one-dose inhibition, % at 25 µM; IC50 in µM for titrated hits. 0.39% of 320,000 active; in the data active means a potency from the dose series; inconclusive means inhibition mostly from about 82% at the one dose, without a potency; inactive means the rest, 99 in 100 with inhibition below about 76%;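 further: plate controls were DMSO cells for no effect and high antibiotic wells for full effect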
VEEV TC-83 Vero – inhibitors of VEEV TC-83 cytopathic effect, confirmation, Vero cells (AID 588727) | Vero cells, VEEV TC-83 cytopathic effect inhibition; higher % means a stronger effect | inhibition, % at 20 µM; hits with a dose series show IC50 in µM | 0.13% of 350,000 active; in the data active means a potency from the dose series; inconclusive means inhibition mostly from about 14% at the one dose, without a potency; inactive means the rest, 99 in 100 with inhibition below about 12%; further: strong numbers were not always called active
VEEV TC-83 Vero 10K pilot screen – further read-out of VEEV TC-83 Vero, marked with its call; inhibition, %; measured here: 10K pilot screen inhibition
Starred values were filed as active, the others as inactive; i = inactive; ? = inconclusive; nt = not tested or not shown.

SMILES | H37Rv inhibition | H1N1 NS1A inhibition | PhoP GFP inhibition | tuberculosis growth | VEEV TC-83 Vero | others
COc1cccc(O)c1CN1CCC(Oc2ccc(C(=O)NCc3ccccn3)cc2)CC1 | 0% | 9% | 17% | 19% | 1.1%
C/C(=N\Nc1ccc(Cl)c(C(=O)O)c1)c1ccccn1 | 6% | -12% | 7% | -12% | 0.2%
Cc1c(C)n(CCc2ccccc2)c2ncnc(NN)c12 | 8% | 6% | -19% | -7% | 0.3%
Cc1ccccc1CS(=O)(=O)CCC(=O)NCc1ccc(F)cc1Cl | 6% | 6% | 8% | 16% | i
Cc1cc(OC(C)C(=O)NCC2CCC(C(=O)O)CC2)c2c(C)c(C)c(=O)oc2c1 (stereo not drawn) | -8% | 0% | -5% | -5% | 1.5%
COc1cccc(C(=O)C2CCCN(Cc3ccc4nonc4c3)C2)c1 (stereo not drawn) | 7% | -1% | -6% | 62% | 5.0%
Cn1c(SCC(=O)NC(=O)NCc2ccccc2)nnc1C(F)(F)F | -1% | -15% | nt | -11% | 0.2%
CC(C)c1nc(C(=O)N2CCc3c([nH]c4ccccc34)C2c2ccccn2)cs1 (stereo not drawn) | 10% | nt | 4% | 4% | 9.7%
O=C(NC(=O)c1ccccc1)OCC(F)(F)F | -2% | 4% | 3% | 64% | 2.9%
CN1CCN(C(=O)CCN2C(=O)/C(=C\c3ccc(Cl)cc3Cl)SC2=S)CC1 | 2% | 14% | 15% | 59% | 34%
COC(=O)[C@H](Cc1ccccc1)NC(=O)C1(OC(C)=O)CC(OC(C)=O)C(OC(C)=O)C(OC(C)=O)C1 (stereo partly drawn) | 0% | 3% | 7% | 0% | i
O=C(Cn1c(=O)[nH]c2sc3c(c2c1=O)CCCC3)NCC1CCCO1 (stereo not drawn) | 4% | -7% | 0% | 4% | 0.6%
CC(c1ccccc1)N1C(=O)NC(NC(=O)C(C)(C)C)(C(F)(F)F)C1=O (stereo not drawn) | 4% | 2% | -2% | 1% | i
CN(C)c1ccc(C(=O)Nc2cccc(S(=O)(=O)NC3=NCCCCC3)c2)cc1 | 4% | -1% | nt | 2% | 0.9%
COc1ccc(S(=O)(=O)NCC2CCCN(C(=O)c3cccnc3)C2)cc1 (stereo not drawn) | 0% | 2% | 0% | 1% | i
O=C(Nc1ccc(Br)cc1)c1ccc(N2C(=O)C3CC=C(Cl)CC3C2=O)cc1 (stereo not drawn) | 8% | 2% | -6% | 8% | 6.4%
C=CCc1ccc(OC(=O)c2ccccc2)c(OC)c1 | -6% | -11% | -1% | 37% | 0.0%
Cc1nc2cc(Cl)c(Cl)cc2n1-c1ccccn1 | 0% | 6% | -27% | 11% | 0.8%
CCCCCCCN1C(N(C)C)=NC[C@@H]1Cc1ccccc1 | 2% | 1% | 11% | 73% | i | VEEV TC-83 Vero 10K pilot screen=0.5
Cc1nn(C)cc1S(=O)(=O)N1CCN(c2ccccc2F)CC1 | -7% | -5% | -4% | -7% | 3.3%
O=C(N/N=C/c1ccc2c(c1)OCO2)c1ccc(Cn2cc([N+](=O)[O-])cn2)o1 | 48% | -7% | -7% | 65% | i
O=C(N/N=C/c1ccsc1)c1cc(O)cc(O)c1 | -4% | 0% | -4% | 6% | 0.0%
O=C(Nc1cccnc1Cl)c1cc(-c2cccc(Cl)c2)on1 | 0% | 7% | 11% | 1% | 1.1%
O=C(c1cc2nc(C3CC3)cc(C(F)F)n2n1)N1CCOCC1 | -3% | 1% | 2% | -7% | 0.8%
CC(Sc1nc2ccc(Br)cc2[nH]1)C(=O)O (stereo not drawn) | -9% | 4% | -3% | 9% | 3.8%

Quoted at random: two records from the list, in no set order.
SMILES | H37Rv inhibition | H1N1 NS1A inhibition | PhoP GFP inhibition | tuberculosis growth | VEEV TC-83 Vero | others
CC(C)c1nc(C(=O)N2CCc3c([nH]c4ccccc34)C2c2ccccn2)cs1 (stereo not drawn) | 10% | nt | 4% | 4% | 9.7%
CN1CCN(C(=O)CCN2C(=O)/C(=C\c3ccc(Cl)cc3Cl)SC2=S)CC1 | 2% | 14% | 15% | 59% | 34%

Further entries:
SMILES | H37Rv inhibition | H1N1 NS1A inhibition | PhoP GFP inhibition | tuberculosis growth | VEEV TC-83 Vero | others
CCN(CC)C(=O)CSc1nnc(-c2cccnc2)n1CCc1ccccc1 | -5% | 1% | -4% | 1% | 2.4%
CCOC(=O)COc1ccc(S(=O)(=O)c2ccc(OCC(=O)OCC)cc2)cc1 | -7% | 0% | 0% | 57% | 0.4%
COc1ccc(OC)c(NC(=O)C(=O)N/N=C/c2ccccc2[N+](=O)[O-])c1 | 6% | -5% | -4% | -2% | 0.4%
CCCOC(=O)c1ccc(Oc2cn[nH]c2-c2ccc(OCC)cc2O)cc1 | -3% | 5% | 8% | -10% | 9.8%
O=C(OCc1c(Cl)cccc1Cl)c1cnccn1 | 53% | -14% | 13% | 18% | i
CCNC(=S)N/N=C/c1cccc(C)c1 | 2% | 6% | -5% | ? | 2.5%
CC(Oc1ccc([N+](=O)[O-])cc1)C(=O)NCC1CCCO1 (stereo not drawn) | 0% | -8% | -16% | -7% | 4.7%
CCCN(CCC)CCCNC(=O)CN1C(=O)CSc2ccc(S(=O)(=O)N3CCOCC3)cc21 | 0% | -13% | -6% | 14% | 0.7%
CC1=NN(c2nc(-c3ccc(C)cc3)cs2)C(=O)C1N=Nc1ccc2ccccc2c1 (stereo not drawn) | -1% | 15% | -6% | 14% | 3.8%
CC(Oc1cccc(F)c1)c1ccnc2nc(/N=C/N(C)C)nn12 (stereo not drawn) | 3% | 1% | 2% | -5% | i
COC(=O)CNC(=O)c1c(C)cc(=O)oc1C | -2% | -1% | 0% | -2% | i
COC(=O)CC1SC(=O)NC1=Nc1ccc(OC)cc1 (stereo not drawn) | -3% | -11% | 1% | 10% | 2.2%
O=C1CS/C(=N/N=C\c2ccn[nH]2)N1 | 11% | nt | -7% | -6% | 0.6%
Cc1ccc(S(=O)(=O)Nc2ccccc2C(=O)NCc2cccnc2)cc1 | -2% | -5% | 1% | 2% | 2.5%
O=C(CCc1nc(-c2ccccc2)no1)Nc1cccnc1 | -9% | 1% | -3% | 37% | 0.5%
CCOC(=O)CCc1nn(C)c(=O)c2ccccc12 | -7% | -6% | 5% | 33% | i
CCn1c(SCC(=O)Nc2sc(C)c(C)c2C#N)nnc1C(C)C | 0% | 6% | 1% | 15% | 3.7%
Cc1ccccc1NC(=O)NCCCN1CCN(C2CCCCC2)CC1 | 1% | 1% | -1% | -16% | 0.3%
CCCC(C)NC(=O)CSCc1ccc(OC)cc1 (stereo not drawn) | -2% | -9% | 1% | 72% | 2.1%
COc1ccc2c(c1)C(SCC(=O)NCc1ccccc1)CC(C)(C)O2 (stereo not drawn) | -6% | -1% | -13% | 17% | 3.9%
COc1ccc(CN2CCC(CO)(CCOc3ccccc3)CC2)cc1C | -2% | 1% | -1% | 41% | i
CCC(CC)c1nnc(NC(=O)CCNC(=O)c2ccccc2Cl)s1 | 10% | -2% | -5% | 3% | 1.0%
COc1ccccc1CNC(=O)c1oc2ccc(S(=O)(=O)N3CCCC3)cc2c1C | 4% | -1% | 6% | 29% | 5.2%
CC1=C(C(=O)Nc2ccc(C)cc2C)C(c2ccc(C)o2)NC(=S)N1 (stereo not drawn) | -2% | 2% | 3% | 11% | 3.0%
O=C(CSc1ccccc1)Nc1ccc2c(c1)C(=O)NC2=O | 11% | 1% | -2% | 5% | 4.5%

The listing continues.
SMILES | H37Rv inhibition | H1N1 NS1A inhibition | PhoP GFP inhibition | tuberculosis growth | VEEV TC-83 Vero | others
CCOP(=O)(OCC)/C(C#N)=C/c1cc(OC)ccc1OC | 9% | 3% | -11% | -10% | 0.3%
COc1ccc(-c2nc(-c3ccc(Br)cc3)no2)c(OC)c1 | -13% | -5% | -15% | 4% | 1.1%
CC(Sc1nc(NCc2ccccc2)nc(N(C)C)n1)C(=O)Nc1ccccc1 (stereo not drawn) | 3% | 14% | -10% | 10% | i
CC(C)C(=O)NC(=S)Nc1ccc(S(=O)(=O)Nc2nccs2)cc1 | 2% | 12% | 4% | 5% | 1.0%
COc1ccc(CCN(C)C/C=C/c2ccccc2[N+](=O)[O-])cc1OC | 0% | -3% | 0% | -1% | i
CCOc1ccc(C(=O)NCC(=O)N2CCC(C)CC2)cc1OCC | -1% | -10% | 8% | -3% | 1.4%
COC(=O)[C@]1(Cc2ccccc2)N[C@H](c2ccc(-c3ccc(F)cc3)cc2)[C@@H]2C(=O)N(C)C(=O)[C@@H]21 | 2% | 4% | -33% | 24% | i
CN(CC(=O)Nc1cccc(F)c1)CC(=O)Nc1cc(S(=O)(=O)N2CCOCC2)ccc1Cl | -11% | -3% | nt | 2% | 7.7%
CCN(CC)c1ccc(C(=O)O)cc1 | 3% | 16% | -5% | 15% | 0.2%
N/C(=N\OC(=O)c1ccccc1[N+](=O)[O-])c1ccccn1 | 9% | -1% | 1% | -9% | 10%
Clc1cccc(Cl)c1CSc1nnc([C@@H]2CCCN2)o1 | 2% | -2% | 7% | ? | i
CC(=O)N1CCN(C(=O)c2ccc(OC3CCN(Cc4ccccn4)CC3)cc2)CC1 | -5% | 16% | -8% | -5% | 0.3%
CCc1c(C)nc2ncnn2c1N1CCC(C(=O)Nc2ccccc2)CC1 | 4% | -4% | 2% | 16% | 0.7%
O=C(Cc1cccc2ccccc12)Nc1ccc2c(c1)C(=O)NC2=O | 3% | -1% | -14% | 26% | 10%

Arranged by heavy-atom count (smallest number first): 14 of the compounds above
SMILES | H37Rv inhibition | H1N1 NS1A inhibition | PhoP GFP inhibition | tuberculosis growth | VEEV TC-83 Vero | others
CCN(CC)c1ccc(C(=O)O)cc1 | 3% | 16% | -5% | 15% | 0.2%
CCCC(C)NC(=O)CSCc1ccc(OC)cc1 (stereo not drawn) | -2% | -9% | 1% | 72% | 2.1%
Clc1cccc(Cl)c1CSc1nnc([C@@H]2CCCN2)o1 | 2% | -2% | 7% | ? | i
N/C(=N\OC(=O)c1ccccc1[N+](=O)[O-])c1ccccn1 | 9% | -1% | 1% | -9% | 10%
O=C(CSc1ccccc1)Nc1ccc2c(c1)C(=O)NC2=O | 11% | 1% | -2% | 5% | 4.5%
CCn1c(SCC(=O)Nc2sc(C)c(C)c2C#N)nnc1C(C)C | 0% | 6% | 1% | 15% | 3.7%
CCC(CC)c1nnc(NC(=O)CCNC(=O)c2ccccc2Cl)s1 | 10% | -2% | -5% | 3% | 1.0%
COc1ccc(CCN(C)C/C=C/c2ccccc2[N+](=O)[O-])cc1OC | 0% | -3% | 0% | -1% | i
COc1ccc(CN2CCC(CO)(CCOc3ccccc3)CC2)cc1C | -2% | 1% | -1% | 41% | i
CC(Sc1nc(NCc2ccccc2)nc(N(C)C)n1)C(=O)Nc1ccccc1 (stereo not drawn) | 3% | 14% | -10% | 10% | i
COc1ccccc1CNC(=O)c1oc2ccc(S(=O)(=O)N3CCCC3)cc2c1C | 4% | -1% | 6% | 29% | 5.2%
CC(=O)N1CCN(C(=O)c2ccc(OC3CCN(Cc4ccccn4)CC3)cc2)CC1 | -5% | 16% | -8% | -5% | 0.3%
CN(CC(=O)Nc1cccc(F)c1)CC(=O)Nc1cc(S(=O)(=O)N2CCOCC2)ccc1Cl | -11% | -3% | nt | 2% | 7.7%
COC(=O)[C@]1(Cc2ccccc2)N[C@H](c2ccc(-c3ccc(F)cc3)cc2)[C@@H]2C(=O)N(C)C(=O)[C@@H]21 | 2% | 4% | -33% | 24% | i
